High-throughput results from PubChem.
SUMO HTRF inh: SUMOylation inhibition; HTRF SUMOylation assay, SAE1/SAE2 + UBC9, in vitro; inhibition, % at 35 µM; 290,000 tested, 0.36% active; in the data active = inhibition above about 50%, passing the limit was not always enough; note: strong numbers were not always called active
Target sequence (P63279 whole entry, looked up): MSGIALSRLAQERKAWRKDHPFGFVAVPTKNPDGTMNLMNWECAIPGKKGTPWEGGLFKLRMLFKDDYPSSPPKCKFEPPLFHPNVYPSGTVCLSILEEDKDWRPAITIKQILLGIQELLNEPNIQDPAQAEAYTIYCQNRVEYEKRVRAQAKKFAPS
GalR3 antag: blocks the human galanin receptor 3; O60755; HEK293 GalR3-CNG cAMP membrane potential fluorescence; galR3 body fused to GalR1 C-terminus; inhibition, % at 3 µM; 360,000 tested, 0.44% active; AID 651719;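 active = inhibition above the screen-wide average plus 3 SD, cut at about 13% in these data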;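 note: forskolin and galanin both at EC90 stimulate the cells; cAMP rise reported by CNG channel membrane potential dye signal; 0% = forskolin plus galanin with DMSO and 100% = forskolin alone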
Target sequence (O60755 1-299 limits assumed): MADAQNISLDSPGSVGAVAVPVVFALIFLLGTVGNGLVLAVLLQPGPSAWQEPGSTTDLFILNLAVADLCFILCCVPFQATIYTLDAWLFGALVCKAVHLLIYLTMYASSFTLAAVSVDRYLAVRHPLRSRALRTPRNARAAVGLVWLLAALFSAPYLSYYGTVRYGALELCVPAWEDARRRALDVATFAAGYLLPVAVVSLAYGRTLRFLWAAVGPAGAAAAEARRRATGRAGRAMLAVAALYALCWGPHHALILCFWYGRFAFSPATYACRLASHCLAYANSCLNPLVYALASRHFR
MEKK2wt PB1 HTS: raises or lowers MEK5 binding to wildtype human MEKK2 PB1 domain. bead flow cytometry, Alexa488-MEK5 binding to MEKK2 WT; actives lie on both sides. AID 1531. Q9Y2U5. 290,000 tested, 1.1% active. binding response (% of control), % at 10 µM; in the data active = binding response below about 67% or above about 130%
MEKK2 mut-MEK5: signal of MEK5 binding to mutant human MEKK2 PB1 domain. bead flow cytometry, Alexa488-MEK5 binding to MEKK2 mutant. percent response, % at 10 µM. 290,000 tested, 0.35% active; in the data active = percent response above about 24%, passing the limit was not always enough; note: inactives centre near 1; some results filed as inactive read as strong as hits
MEKK3 PB1 HTS: modulators (inhibitors or enhancers) of MEK5 binding to human MEKK3 PB1 domain; Q99759; 290,000 tested, 1.4% active; binding response (% of control), % at 10 µM; AID 1529; bead-based flow cytometry, Alexa488-MEK5 binding to MEKK3; actives lie on both sides; 0 = blocked by unlabeled MEK5, 100 = vehicle;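 active = binding response more than 3 SD above or below the average of its plate-row segment, actives on both sides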;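 note: Alexa488 bead fluorescence after subtracting the streptavidin-only scavenger bead signal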
Target sequence (Q99759 whole entry, looked up, the tested form may be a part): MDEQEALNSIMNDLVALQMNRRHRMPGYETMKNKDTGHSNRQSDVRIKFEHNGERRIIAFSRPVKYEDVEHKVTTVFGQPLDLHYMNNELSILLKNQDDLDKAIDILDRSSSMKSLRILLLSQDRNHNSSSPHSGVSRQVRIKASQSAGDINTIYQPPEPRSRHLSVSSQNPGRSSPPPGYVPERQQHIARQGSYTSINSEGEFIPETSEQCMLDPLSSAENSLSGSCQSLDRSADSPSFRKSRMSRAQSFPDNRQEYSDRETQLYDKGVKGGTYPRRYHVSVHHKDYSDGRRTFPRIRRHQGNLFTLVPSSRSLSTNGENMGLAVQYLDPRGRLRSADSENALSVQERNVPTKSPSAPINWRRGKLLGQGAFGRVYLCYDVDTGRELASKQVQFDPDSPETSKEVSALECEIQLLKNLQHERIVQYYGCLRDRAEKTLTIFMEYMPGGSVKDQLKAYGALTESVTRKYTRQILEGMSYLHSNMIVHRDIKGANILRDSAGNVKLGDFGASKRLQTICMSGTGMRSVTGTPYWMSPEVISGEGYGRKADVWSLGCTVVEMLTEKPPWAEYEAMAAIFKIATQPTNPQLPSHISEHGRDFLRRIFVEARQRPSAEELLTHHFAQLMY
NS3 helicase inh: blocks Hepatitis C virus NS3 helicase unwinding. NS3 helicase DNA unwinding, Cy5 molecular beacon fluorescence. inhibition, % at 10.9 µM. 290,000 tested, 0.56% active. AID 1800;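 active = inhibition above the mean of all tested compounds plus 3 SD, set per campaign, cut at about 35% in these data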;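 note: 0% = DMSO wells and 100% = thioflavine S control wells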
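Compound dosing – single dose, 10.9 µM nominal final, DMSO 0.8% final · System – NS3 helicase fragment of HCV · Buffer or medium – MOPS pH 6.5, MgCl2, DTT, Tween20, BSA · Signal – Cy5 beacon fluorescence read at start and 1 h · Also added – annealed dual-labelled DNA beacon duplex, ATP-started · Schedule – 1 h at 25 °C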
CRFR2-BP ag: agonists of human CRF-binding protein/CRF-R2 receptor complex. HEK293 CRF-R2/CRF-BP, calcium dye fluorescence (FLIPR); percent of saturating CRF peptide response. activation, % at 13.2 µM. 350,000 tested, 0.46% active;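 active = activation of at least 50%, plus an integration ratio under a set limit after plate pattern correction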;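 note: plate controls were neutral control wells without compound for no effect and CRF at EC100 for full effect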
DNA FID counter: counter-screen for HCV NS3 helicase inhibitors: DNA intercalator displacement. DNA fluorescent intercalator displacement, fluorescence. inhibition, % at 7.9 µM. 290,000 tested, 0.17% active; in the data active = inhibition above about 37%;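 note: 0% = vehicle and 100% = reference compound; higher means more ethidium bromide displaced from hairpin DNA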
CRFR2-BP antag: CRF-BP/CRF-R2 complex antagonism; HEK293 CRF-R2/CRF-BP, CRF-induced calcium fluorescence; inhibition, % at 11.8 µM; 350,000 tested, 0.59% active;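 active = inhibition of the ligand-induced calcium signal above about 50% at the single tested concentration, limit read from the data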
An asterisk follows results filed as active; / = not tested or not shown.

A first look (3 entries):
SMILES	SUMO HTRF inh	GalR3 antag	MEKK2wt PB1 HTS	MEKK2 mut-MEK5	MEKK3 PB1 HTS	NS3 helicase inh	CRFR2-BP ag	DNA FID counter	CRFR2-BP antag
Cc1cccc(C)c1OCc1cc(C(=O)N2CCN3CCCC3C2)no1 (stereo not drawn)	10	0	111	3	104	-2	-0.7	-6	-6
CCOc1ccccc1NC(=O)C1CCN(S(=O)(=O)c2c(C)noc2C)CC1	-2	-1	112	8	104	7	-0.7	0	23
OCC[C@@H]1C[C@H](O)[C@@H](O)[C@@]2(CCc3ccccc3CO2)O1	9	-4	96	5	100	14	-1.3	-5	0

The listing, from the first entry:
SMILES	SUMO HTRF inh	GalR3 antag	MEKK2wt PB1 HTS	MEKK2 mut-MEK5	MEKK3 PB1 HTS	NS3 helicase inh	CRFR2-BP ag	DNA FID counter	CRFR2-BP antag
Cc1cccc(C)c1OCc1cc(C(=O)N2CCN3CCCC3C2)no1 (stereo not drawn)	10	0	111	3	104	-2	-0.7	-6	-6
CCOc1ccccc1NC(=O)C1CCN(S(=O)(=O)c2c(C)noc2C)CC1	-2	-1	112	8	104	7	-0.7	0	23
OCC[C@@H]1C[C@H](O)[C@@H](O)[C@@]2(CCc3ccccc3CO2)O1	9	-4	96	5	100	14	-1.3	-5	0
CC1CN(S(=O)(=O)c2ccccc2)CC(C)O1 (stereo not drawn)	-2	-6	99	-1	94	9	-1.9	1	15
CC1(C)Cc2nc(NC3CCCCC3)c(C#N)cc2CO1	-10	3	93	-6	98	-16	-1.3	-5	-9
COc1ccccc1-c1nnc(NC(=O)C(C)Sc2nncn2C)s1 (stereo not drawn)	3	-6	100	-4	110	-15	-2.8	-24	4
Cc1cc(-c2nnc(SCC(=O)Nc3c(C)cccc3C)n2N)n[nH]1	14	1	95	0	96	2	-0.7	-2	1
COC(=O)[C@@H](NCc1cccc(CN[C@H](C(=O)OC)C(C)C)c1)C(C)C	-1	-4	113	-3	108	3	-1.9	-4	12
COc1ccc(Br)cc1CN(C)CC(=O)Nc1c(Cl)ccc(C)c1Cl	-6	-9	112	3	102	-4	0.2	-4	-6
Cn1c(=O)c2cc(S(=O)(=O)NCCC(=O)NCC3CCCO3)ccc2n(C)c1=O (stereo not drawn)	13	-5	98	2	98	9	0.0	-1	5
Cc1ccc(CNC(=O)Cc2cccs2)cc1	10	0	102	5	101	3	2.2	0	1
Nc1nonc1NC(=O)CSc1ncccc1C(=O)O	18	2	92	-4	97	2	-0.3	10	4
O=C(OCc1ccccc1)/C(=C/c1ccc(Cl)cc1)NC(=O)c1ccccc1Cl	28	1	111	24*	109	0	7.1	-4	2
CN1CCN(S(=O)(=O)c2ccc3[nH]cc(C(=O)O)c(=O)c3c2)CC1	31	-1	109	6	101	-10	-0.5	6	7
O=C(COC(=O)CNS(=O)(=O)c1c(Cl)cccc1Cl)Nc1ccccc1Sc1ccccc1	3	0	111	-1	108	-9	0.8	-19	11
O=C(NCc1ccc(F)cc1)C1CCCN1C(=O)Nc1cccc(F)c1 (stereo not drawn)	2	-9	105	-6	97	-1	-0.1	-4	4
CCC(c1nnnn1C(C)(C)CC)N(CCCN1CCOCC1)Cc1cc2cccc(C)c2[nH]c1=O (stereo not drawn)	22	-6	103	4	99	8	2.1	-7	18
COC(=O)CCCC(=O)N1CCCC(C(=O)c2ccc(OC)cc2C)C1 (stereo not drawn)	-6	-8	92	-7	99	7	6.7	-20	5
O=C(c1sccc1-n1cccc1)N1CCCC1	-1	-4	100	4	98	-1	-0.7	-7	-2
CCCC12CN(C(=O)c3ccc([N+](=O)[O-])cc3)CC(C)(CN(C(=O)c3ccc([N+](=O)[O-])cc3)C1)C2=O	11	-5	94	-7	92	1	-0.7	0	126*
NC(Cc1ccc2nsnc2c1)C(=O)O (stereo not drawn)	/	-7	99	1	101	2	-0.6	-1	6
CCn1nc(C(=O)Nc2nc3ccccc3[nH]2)c2ccccc2c1=O	5	-4	95	-4	93	-1	-3.5	-19	-15
Cc1ccccc1CSCC(=O)NNC(=S)NCC1CCCO1 (stereo not drawn)	0	-6	107	-1	101	-8	-0.4	-18	1
CSc1ccccc1C(=O)Nc1ccccc1C(=O)N1CCCC1	17	-4	96	-3	99	-7	-2.0	-3	8
Cc1nc(NC(=O)C2CC2)sc1C(=O)NC1CCCCC1	21	-1	95	-9	99	17	0.7	-9	10
CC(C)CCN(C)C1CCN(S(=O)(=O)c2cccc(C(F)(F)F)c2)CC1	-13	/	/	/	/	-3	-0.3	9	-4
CC(=O)N1CCN(CC(=O)Nc2c(Cl)ccc(C)c2Cl)CC1	-20	-1	94	-9	99	-6	-1.7	-1	-8
Cc1ccnc(NS(=O)(=O)c2ccc(NC(=O)c3cncc(Br)c3)cc2)n1	7	-10	106	-1	104	7	2.7	-2	11
Cc1nnc(SCc2ccccc2)nc1-c1ccccc1	/	-3	91	-2	88	/	-3.6	/	16
O=C(Oc1cccnc1)c1ccc([N+](=O)[O-])cc1	13	-4	100	0	98	2	-1.2	-3	0
CC(OC(=O)c1snc(C(=O)NC2CCCCC2)c1N)C(=O)NC1CCCCC1 (stereo not drawn)	-19	-3	95	-4	105	4	0.3	0	-32
CC1CCCCC1NC(=S)Nc1ccc(Cl)cc1Cl (stereo not drawn)	-3	-1	99	0	101	17	-5.0	-8	-1
COc1cccc(C(=O)Nc2nc3c(c(=O)[nH]2)CCCC3)c1	3	-4	112	1	103	-19	-0.5	-13	-4
COc1ccc(-n2c(SCC(=O)Nc3ccc(NC(C)=O)cc3)nc3c([nH]c4ccccc43)c2=O)cc1OC	-3	3	106	4	101	-35	1.0	-42	-5
CCCCN(C)C1=Nc2cccc3cccc1c23	20	-1	/	/	/	-2	6.6	3	10
Cc1c(C(=O)O)oc2ccc(S(=O)(=O)NC3CCCCCCC3)cc12	3	1	90	-3	92	14	0.3	-33	19
CN(C)c1ccc(C(=O)N2CCCC(N3CCN(Cc4ccc5c(c4)OCO5)CC3)C2)cc1 (stereo not drawn)	5	-4	101	-4	101	0	-0.7	-5	-4
CC(=O)Nc1ccc(S(=O)(=O)NCCNC(=O)c2ccccc2F)cc1	1	-3	102	1	99	3	0.7	-3	1
O=c1oc2ccccc2c(N2CCC(c3ccccc3)CC2)c1[N+](=O)[O-]	-1	-9	95	-2	102	-14	-1.4	3	4
Cc1ccc(S(=O)(=O)N2CCC(=O)N(C(CO)Cc3ccccc3)CC2)cc1 (stereo not drawn)	0	0	96	-4	98	2	-1.6	-23	2
CCC(=O)NC(c1ccc(C)cc1)c1cc([N+](=O)[O-])c2cccnc2c1O (stereo not drawn)	-10	0	108	3	109	6	-2.5	-1	19
COc1ccccc1N1CCN(C2CCCCC2NS(=O)(=O)c2ccccc2)CC1 (stereo not drawn)	4	-2	98	3	99	11	-0.4	12	-8
CC(C)OCCCN1CC(=O)N2C(c3ccccc3)c3[nH]c4ccccc4c3C[C@H]2C1=O (stereo partly drawn)	2	-10	101	9	104	4	-0.6	-46	-5
CC(=O)Nc1cc2c(cc1[N+](=O)[O-])OCCO2	10	1	74	-21	77	6	0.4	3	16
Cc1occc1C(=O)N/N=C/C=C/c1ccccc1[N+](=O)[O-]	7	-1	101	6	104	0	1.5	-1	-4
O=C(CCn1c(=O)sc2ccccc21)NCCC1=CCCCC1	16	-2	110	-2	111	/	0.3	/	23
CCOc1ccc(NC(=S)N(CCCN2CCCC2)Cc2cccn2Cc2ccc(Cl)cc2)cc1	2	2	186*	3	110	-69	-0.6	23	-4
COc1cc(OC)cc(-c2nc(-c3ccccc3)no2)c1	70	-2	101	2	102	-3	1.1	-1	1
Cc1cc(NC(=O)CN2CCN(C/C=C/c3ccccc3)CC2)c([N+](=O)[O-])cc1C	13	-1	96	-2	98	-3	-2.3	-7	-8
Cc1ccc(C)c(S(=O)(=O)N2CCN(C(=O)c3cccnc3)CC2)c1	8	-2	111	10	104	4	-1.2	-13	8
N#CC(c1ccc(Cl)nn1)c1ccc(Cl)cc1Cl (stereo not drawn)	-7	0	102	6	98	7	-0.6	0	11
O=C(COC(=O)c1ccccn1)Nc1ncc(C(F)(F)F)cc1Cl	24	-5	99	4	98	-1	0.6	3	-5
COc1ccc(CN(C(=O)c2ccco2)c2ccc(C)c(C)c2)cc1	3	-3	93	-2	100	-2	0.9	-43	19
COC(=O)c1ccc(COC(=O)C23CC4CC(CC(O)(C4)C2)C3)o1	16	-5	96	-4	98	15	1.2	-17	3
COc1ccccc1N1CCN(C(c2cc3cc(C)ccc3[nH]c2=O)c2nnnn2C2CCCC2)CC1 (stereo not drawn)	15	-3	88	-3	99	-19	-1.8	3	5
O=C(COC(=O)c1ccccc1C(=O)c1ccc(Cl)c([N+](=O)[O-])c1)NC1CCCCCC1	6	-4	94	-2	96	2	5.4	-7	-8
CC1=CC(c2ccc(Cl)cc2)n2nc(NC(=O)c3ccccc3)nc2N1 (stereo not drawn)	5	1	95	-1	97	-4	0.3	-18	-25
COc1cccc(N2CCN(C(=O)c3cccn4c(=O)c5c(C)c(C)sc5nc34)CC2)c1	2	-8	108	15	111	-5	0.2	-1	-7
COC(=O)c1ccccc1NC(=O)c1cc(-c2ccc(O)cc2)on1	-24	/	98	0	100	-4	-3.4	0	3
N#CCCn1nc(-c2ccccc2)cc1Nc1ccccc1NC(=O)c1cccs1	-20	-6	97	-6	100	-1	-0.1	-10	1
(list continues)
SMILES	SUMO HTRF inh	GalR3 antag	MEKK2wt PB1 HTS	MEKK2 mut-MEK5	MEKK3 PB1 HTS	NS3 helicase inh	CRFR2-BP ag	DNA FID counter	CRFR2-BP antag
CCN(CC)S(=O)(=O)c1ccc2c(c1)nc(CCC(=O)Nc1ccccc1Cc1ccccc1)n2CC	9	-3	93	-5	92	-1	-1.1	-24	29
CC(=O)Nc1ccc(S(=O)(=O)NCC2CCC(C(=O)N3CCN(c4ccccn4)CC3)CC2)cc1 (stereo not drawn)	21	-2	100	3	103	-9	-1.1	-31	-9
COc1ccc(/C=N/N2CCOCC2)cc1Cn1cc([N+](=O)[O-])cn1	26	-3	100	-4	99	-10	1.1	-2	-2
CCOC(=O)N1CCC(NC(=O)CS(=O)Cc2nc(-c3ccccc3C)oc2C)CC1 (stereo not drawn)	10	-1	97	0	101	-5	1.0	-45	20
NC(=O)C1CC(=O)N(c2ccc(OCC(=O)Nc3cccc(C(F)(F)F)c3)cc2)C1 (stereo not drawn)	10	-1	109	3	107	6	-1.2	-1	-1
CCOC(=O)c1ccc2c(c1)N(Cc1ccccc1C)C(=O)c1ccccc1S2=O (stereo not drawn)	/	-7	99	-2	95	5	1.2	-2	17
COCCCNS(=O)(=O)c1ccccc1	-1	-6	102	2	93	1	-0.5	0	4
COc1ccc(CNC(=O)Nc2ccc(C)cc2C)cc1	-4	1	108	7	104	9	0.3	1	14
Cc1ccc(CNC(=O)c2oc3ccc(S(=O)(=O)N4CCC5(CC4)OCCO5)cc3c2C)cc1	-16	3	116	5	114	-25	4.7	-30	13
CC(C)C(c1nnnn1CC1CCCO1)N1CCN(C2CCCC2)CC1 (stereo not drawn)	12	-6	113	9	106	-6	1.4	2	12
CCCOc1ccc(C(C)=O)cc1CC(C(N)=O)C(N)=O	13	-5	/	/	/	7	-0.6	1	9

A portion of the library. The share of hits here may be higher or lower than overall.
